From PubChem BioAssay
GPR151 activ – human GPR151 activation; activation, % at 11.2 µM; 650,000 tested, 1% active; PathHunter beta-arrestin GPR151 cells, luminescence; Q8TDV0; in the data active = activation above about 4.9%;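 also: 0% = median of compound wells and 100% = cells with positive control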
Target sequence (Q8TDV0 whole entry, looked up): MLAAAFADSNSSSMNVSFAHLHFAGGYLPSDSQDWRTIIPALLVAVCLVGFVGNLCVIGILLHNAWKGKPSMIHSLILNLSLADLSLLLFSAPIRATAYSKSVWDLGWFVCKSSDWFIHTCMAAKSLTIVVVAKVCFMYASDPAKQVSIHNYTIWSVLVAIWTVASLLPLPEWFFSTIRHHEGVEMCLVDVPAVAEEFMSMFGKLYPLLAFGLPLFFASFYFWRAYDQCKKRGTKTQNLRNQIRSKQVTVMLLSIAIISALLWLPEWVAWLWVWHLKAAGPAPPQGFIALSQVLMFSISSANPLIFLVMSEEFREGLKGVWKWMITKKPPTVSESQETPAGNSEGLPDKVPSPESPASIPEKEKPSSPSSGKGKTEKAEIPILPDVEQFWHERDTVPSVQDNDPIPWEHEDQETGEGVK
MITF inh – human MITF inhibition, primary screen. O75030. AlphaScreen MITF homodimerization, bead proximity signal. 650,000 tested, 0.91% active. inhibition, % at 2.6 µM; in the data active = inhibition above about 50%;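 also: 0% = vehicle wells with protein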
Target sequence (O75030 whole entry, looked up): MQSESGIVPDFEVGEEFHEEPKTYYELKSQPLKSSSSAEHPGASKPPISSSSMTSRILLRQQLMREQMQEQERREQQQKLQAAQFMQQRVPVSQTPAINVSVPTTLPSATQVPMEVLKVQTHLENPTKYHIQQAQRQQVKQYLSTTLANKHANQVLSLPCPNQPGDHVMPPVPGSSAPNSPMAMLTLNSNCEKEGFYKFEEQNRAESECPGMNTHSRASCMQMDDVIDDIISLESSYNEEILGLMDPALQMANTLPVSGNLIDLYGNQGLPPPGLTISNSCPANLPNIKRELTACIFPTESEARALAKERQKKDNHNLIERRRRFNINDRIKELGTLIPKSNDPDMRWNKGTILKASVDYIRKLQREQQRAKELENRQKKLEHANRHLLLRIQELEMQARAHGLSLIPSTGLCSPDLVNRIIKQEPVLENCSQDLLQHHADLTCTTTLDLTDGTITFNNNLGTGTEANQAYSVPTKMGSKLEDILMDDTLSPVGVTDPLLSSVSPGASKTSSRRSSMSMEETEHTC
TEAD-YAP inh – TEAD-YAP interaction inhibition. inhibition, % at 9.12 µM. AID 1259422. 640,000 tested, 1.4% active. HEK-TIYL cells, TEAD-Gal4/YAP UAS-luciferase luminescence; in the data active = inhibition above about 32%;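 also: 0% = median of test compound wells and 100% = reference inhibitor wells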
FBW7 activator – activators of human E3 ligase FBW7; Q969H0; AlphaScreen FBW7–phospho-cyclin E peptide binding, activator screen; normalized activity (activation), % at 26.1 µM; 650,000 tested, 0.13% active; in the data active = normalized activity above about 1.9%;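 also: purified mutant Fbw7 with reduced substrate affinity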
* = called active by the depositor.

SMILES | GPR151 activ | MITF inh | TEAD-YAP inh | FBW7 activator
CCn1c(N/N=C/c2ccc(O)cc2)nc2c1c(=O)[nH]c(=O)n2C | 0.7 | 22.3 | 6.6 | 0.0
CCCCCCOc1ccc(C2=CCC(C)CC2)cc1 (configuration not stated) | 2.7 | 0.6 | 2.1 | 0.0
CC(C)C(CO)Nc1nccn2c(-c3cc(C(F)(F)F)cc(C(F)(F)F)c3)cnc12 (configuration not stated) | 1.6 | -21.6 | 15.5 | 0.3
Cc1nc2sc3c(c2c(=O)n1/N=C/c1cc2c(cc1[N+](=O)[O-])OCO2)CCCC3 | 0.1 | -8.6 | -2.0 | -0.3
O=C(Nc1ccc(F)c(Cl)c1)c1ccc([N+](=O)[O-])cc1[N+](=O)[O-] | -0.1 | -1.5 | -3.3 | -0.1
CC(C)CNC(=O)CC(NCC(C)C)C(=O)O (configuration not stated) | 1.2 | 3.2 | 1.9 | -0.2
Cc1ccnc(NC(=O)CCC(=O)N(CC(=O)NC(C)(C)C)c2cc(C)ccc2C)c1 | 0.5 | -5.5 | -0.9 | 0.1
COc1ccccc1NC(=O)CN1CCOCC1 | -0.4 | 2.9 | -11.3 | -0.2
Cc1ccc(NS(=O)(=O)c2cccs2)cc1S(=O)(=O)N1CCCCC1 | 0.8 | -7.5 | -2.8 | 0.0
N#Cc1ccc(-c2csc(NC(=O)c3ccco3)n2)cc1 | 0.3 | 2.1 | -3.6 | 0.0
CCC(Sc1nc2ccccc2c(=O)n1CC1CCCO1)C(=O)N1CCOCC1 (configuration not stated) | 1.9 | -9.8 | -7.6 | -0.1
O=c1c2cc3c(cc2[nH]c(=S)n1CCN1CCOCC1)OCO3 | 0.8 | 18.2 | -7.0 | 0.1
O=c1c2cn[nH]c2nc(SCc2cc(=O)n3cc(Br)ccc3n2)n1-c1ccc(Br)cc1 | 1.7 | 11.1 | 3.7 | -0.1
COc1ccc([C@@H]2C[C@H](C(=O)NC(C)C)N(C)S(=O)(=O)N2)cc1OC | 0.6 | 25.9 | 2.4 | 0.3
COc1ccc(NC2=C(NC3CCCCC3)C(=O)c3ccccc3C2=O)cc1 | 1.1 | -11.7 | -1.6 | -0.3
CCOC(=O)C1CCN(C(=O)c2ccc3c(c2)NC(=O)C(CS(=O)(=O)Cc2ccccc2Cl)N3)CC1 (configuration not stated) | -0.2 | -5.9 | -5.6 | -0.4
CC(=O)N1CCc2c(sc(NC(=O)Cc3cccc4ccccc34)c2C(N)=O)C1 | 1.9 | 5.1 | -4.0 | 0.0
O=C(NCCc1ccc(O)cc1)c1cccc(Nc2cnccn2)n1 | 3.7 | 10.2 | 2.6 | 0.1
COc1cccc(NS(=O)(=O)c2cc(C(=O)N3CCN(c4ccccc4)CC3)ccc2NCc2ccc(F)cc2)c1 | -0.3 | -1.5 | 14.0 | -0.2
CC1CCc2c(sc(NC(=O)c3cc4nc(-c5ccc(Cl)cc5)cc(C(F)(F)F)n4n3)c2C#N)C1 (configuration not stated) | 0.2 | 22.5 | 12.3 | 0.4
CCOC(=O)C1CCN(C(=O)Cn2cc(C(=O)c3ccco3)c3ccccc32)CC1 | -1.4 | 14.4 | -0.8 | 0.1
CC1CN(S(=O)(=O)c2ccc(C(=O)N=c3sc4ccccc4n3C)cc2)CC(C)O1 (configuration not stated) | -1.6 | -14.1 | -1.8 | -0.1
CC(=O)N(C)c1nnc(-c2ccncc2)s1 | 4.3 | 4.4 | 11.1 | 0.2
CC(C)CCNC(=O)c1cc2c(s1)CS(=O)C2 (configuration not stated) | -1.3 | -1.2 | -3.9 | 0.1
COc1cccc2sc(Nc3nnc(-c4ccc(F)cc4)o3)nc12 | -0.3 | 0.8 | 19.9 | -0.2

(list continues)
SMILES | GPR151 activ | MITF inh | TEAD-YAP inh | FBW7 activator
Cc1ccc(S(=O)(=O)N(C)CC(=O)Nc2ccc(Br)cc2F)cc1 | -0.8 | -0.7 | 11.0 | -0.1
CC(C)Nc1ncnc2cc(-c3ccc(F)cc3)sc12 | 0.0 | -3.1 | -62.8 | 0.1
CCN(CC)/C(=N\OCc1ccc(Cl)cc1Cl)c1nonc1N | 0.5 | 0.0 | -0.9 | 0.1
CC1=C(C(=O)NCCCN2CCN(C3CCCCC3)CC2)C2(CCCCC2)OC1=O | 0.1 | -19.7 | -13.1 | 0.0
O=C(O)c1cccc([N+](=O)[O-])c1C(=O)Nc1cccc(Cl)c1 | -0.7 | -9.2 | -5.8 | 0.0
CC1(C)CC(=O)C2=C(C1)N(c1ccc([N+](=O)[O-])cc1)C(N)=C(C#N)C2c1cccs1 (configuration not stated) | 2.1 | 8.7 | -11.2 | -0.2
C#CCNC(=O)C1CCN(c2nc(OC)nc(OC)n2)CC1 | 0.2 | 23.4 | -2.5 | -0.1
CC(=O)c1c(-c2ccccc2)nc2[nH][n+]3c(C)cc(C)nc3n12 | -1.5 | 6.5 | 5.8 | 0.2
COc1ccc(NC(=O)Nc2ccc3c(c2)CC(=O)N3C)cc1 | 1.2 | -0.6 | -3.2 | 0.0
CC1CCN(C(=O)/C(=C\c2ccc(-c3ccccc3[N+](=O)[O-])o2)NC(=O)c2ccccc2)CC1 | -0.8 | -2.4 | 1.9 | -0.4
O=C1CCC(N2CC[C@@H]3CCCC[C@H]3C2)CCN1Cc1cccnc1 (some centres not stated) | -0.4 | 12.3 | 1.6 | 0.4
COC(=O)c1cccc(-n2c(=O)c3ccccc3c3ccccc3c2=O)c1 | 0.2 | 11.4 | -5.9 | 0.0
Cc1cc(=O)n(CC(=O)NCc2ccccc2)c(-n2nc(C)cc2C)n1 | -0.2 | 13.3 | -0.2 | 0.2
N#Cc1c(Cl)cccc1N(C(=O)c1cccc2ccccc12)C(=O)c1cccc2ccccc12 | -0.8 | 4.4 | 1.2 | 0.1
Cc1ccc(-c2nc(C3CCN(S(C)(=O)=O)CC3)no2)cc1 | 1.6 | 1.6 | -29.6 | 0.1
CCOc1ccccc1C1NC(=O)NC(C)=C1C(=O)OCCSCC (configuration not stated) | 2.3 | 2.3 | 3.7 | -0.1
CCCc1nnc(SCC(=O)Nc2ccc(Cl)cc2)n1CCOC | 0.0 | -0.4 | -8.4 | -0.2
O=C(Nc1nnc(-c2ccncc2)o1)c1ccccc1Br | 3.5 | -6.3 | 1.6 | -0.2
Cc1ccc(NC(=O)c2cccc(N3C(=O)CCC3=O)c2)c(C(=O)c2ccccc2)c1 | -0.2 | -3.1 | -2.1 | -0.1
CC(=O)Nc1ccc(-c2cc(-c3ccccc3)nc(-c3ccc(NC(C)=O)cc3)n2)cc1 | -1.0 | 9.6 | -1.6 | 0.4
O=C(CN1C(=O)C(=O)N(Cc2ccco2)C1=O)NC1CCS(=O)(=O)C1 (configuration not stated) | -0.2 | 17.2 | 11.7 | 0.2
Cc1nc(NCCNC(=O)Cc2ccc(Cl)cc2)cc(N2CCOCC2)n1 | 0.4 | 0.0 | 6.0 | 0.0
Cc1c(CCO)c(=O)[nH]n1C(=O)c1c(F)cccc1F | -3.8 | 10.7 | -10.2 | 0.1
CCCCC(=O)Nc1c2c(nn1C(C)(C)C)CS(=O)C2 (configuration not stated) | -0.8 | -16.0 | -5.5 | 0.0
COc1ccccc1-n1c(CNC(=O)c2ccco2)nnc1SCC(=O)N1N=C(c2cccs2)CC1c1ccc(C)cc1 (configuration not stated) | -0.7 | 3.1 | 6.5 | 0.0

Next section:
SMILES | GPR151 activ | MITF inh | TEAD-YAP inh | FBW7 activator
CNC(=S)NNC(=O)c1sccc1C | -0.7 | -18.3 | -10.4 | -0.1
Cc1ccc(OCC(=O)NNC(=O)c2ccccc2C)c(Br)c1 | -0.8 | 4.7 | 5.0 | 0.1
CCCc1nnc(NC(=O)c2ccccc2I)s1 | 0.5 | 11.9 | -2.4 | 0.1
CC(C(=O)Nc1ccccc1-c1ccccc1)N1CCCC1 (configuration not stated) | 0.1 | 75.2* | 0.7 | 0.0
COc1ccc(-c2cc(C(=O)NCC3CCCO3)c3ccccc3n2)cc1OC (configuration not stated) | -0.6 | 10.2 | 6.9 | 0.1
CN1CCN(C2=NC(=O)/C(=C/c3cccs3)S2)CC1 | 1.4 | 5.4 | 1.5 | -0.1
CCC(=O)Nc1nnc(SCC(=O)NCCc2ccc(OC)c(OC)c2)s1 | -1.4 | -10.1 | 11.0 | -0.1
Cc1ccccc1NC(=O)CCC(=O)N/N=C/c1ccc(N(C)C)cc1 | 0.1 | 7.6 | 6.1 | -0.1
Cc1occc1-c1nn(C2CCN(C(=O)C(C)C)CC2)c(=O)o1 | -1.0 | 16.1 | 0.0 | 0.2
CCC(=O)n1cc(/C=c2\sc3nc4ccccc4n3c2=O)c(-c2ccc(F)cc2)n1 | 1.6 | 2.5 | 15.7 | 0.0
O=C(NCCOCCNC(=O)Nc1ccc([N+](=O)[O-])cc1)Nc1ccc([N+](=O)[O-])cc1 | -1.6 | 22.1 | 1.8 | 0.2
CCOC(=O)C1CCC(CN(Cc2c(Cl)cccc2Cl)S(=O)(=O)c2ccc(C(C)(C)C)cc2)CC1 (configuration not stated) | 0.4 | -11.4 | -6.5 | -0.1
Cc1ccc(OC(=O)c2cc(S(=O)(=O)N3CCOCC3)ccc2Cl)cc1C | -1.7 | 7.6 | -1.3 | 0.2
O=S(=O)(NCC1CCCO1)c1ccc(S(=O)(=O)N2CCc3ccccc3C2)cc1 (configuration not stated) | 0.0 | 2.1 | -5.4 | -0.1
CCN1CCN(C(=O)C2CC(=O)c3sc(NC(=O)c4cccs4)nc3C2)CC1 (configuration not stated) | 3.6 | 0.7 | 7.4 | 0.0
CC1(C)CC(=O)C2=C(C1)Nc1ncnn1C2c1ccccc1[N+](=O)[O-] (configuration not stated) | 1.9 | 12.1 | -3.6 | 0.6
CCc1ccc(Nc2nc3ccccc3nc2NS(=O)(=O)c2ccc(Cl)cc2)cc1 | -0.4 | 19.9 | -7.9 | 0.2
COc1ccc(C2CC(=O)C3=C(C2)Nc2ccccc2NC3c2cccc(Cl)c2)cc1 (configuration not stated) | 1.0 | -2.4 | 1.5 | 0.0
Nc1c(Cl)cc(Cl)cc1C(=O)OCC(=O)Nc1cc(F)ccc1F | -0.1 | 10.0 | -2.0 | 0.1
COc1ccc(NC(=O)c2cccn(OCc3ccccc3F)c2=O)cc1 | 0.6 | -3.2 | -1.7 | 0.0
O=C(N/N=C/c1cccc(O)c1)/C(=C\c1ccc2c(c1)OCO2)NC(=O)c1ccccc1 | 0.9 | -5.2 | 7.6 | 0.0
CCSCCOC(=O)C1=C(C)NC2=C(C(=O)CC(C)(C)C2)C1c1cc(OC)ccc1OC (configuration not stated) | 0.1 | 1.8 | 5.6 | 0.3
Cc1c(N=C2NC(=O)/C(=C/c3ccc(O)cc3)S2)c(=O)n(-c2ccccc2)n1C | -1.5 | -2.1 | -4.5 | 0.0
Cc1cc(F)ccc1S(=O)(=O)NCC(c1ccsc1)N1CCOCC1 (configuration not stated) | -1.5 | 8.6 | 10.7 | 0.4
CCOC(=O)c1cn(-c2nonc2N)nn1 | -0.9 | -13.2 | -0.3 | -0.1

Retrieved by structure from above, 5 records:
SMILES | GPR151 activ | MITF inh | TEAD-YAP inh | FBW7 activator
O=S(=O)(NCC1CCCO1)c1ccc(S(=O)(=O)N2CCc3ccccc3C2)cc1 (configuration not stated) | 0.0 | 2.1 | -5.4 | -0.1
CCOC(=O)C1CCC(CN(Cc2c(Cl)cccc2Cl)S(=O)(=O)c2ccc(C(C)(C)C)cc2)CC1 (configuration not stated) | 0.4 | -11.4 | -6.5 | -0.1
Nc1c(Cl)cc(Cl)cc1C(=O)OCC(=O)Nc1cc(F)ccc1F | -0.1 | 10.0 | -2.0 | 0.1
CCC(=O)Nc1nnc(SCC(=O)NCCc2ccc(OC)c(OC)c2)s1 | -1.4 | -10.1 | 11.0 | -0.1
CC(C(=O)Nc1ccccc1-c1ccccc1)N1CCCC1 (configuration not stated) | 0.1 | 75.2* | 0.7 | 0.0

Other entries.
SMILES | GPR151 activ | MITF inh | TEAD-YAP inh | FBW7 activator
CN1CCN(CC(O)COc2ccccc2C(C)(C)C)CC1 (configuration not stated) | -1.0 | 0.3 | -0.6 | -0.1
CCN(CC)S(=O)(=O)c1ccc(Nc2nc3ccccc3n3nnnc23)cc1 | 0.6 | 5.9 | -35.8 | 0.3
O=C(O)CCC(=O)Nc1cc(Cl)ccc1Cl | 0.1 | 14.9 | -5.9 | 0.5
Cc1ccccc1Cn1nnc2ccccc21 | 0.5 | 1.6 | 6.5 | 0.1
COc1ccc(S(=O)(=O)N2CCN(Cc3cccc4ccccc34)CC2)cc1 | 0.5 | 38.4 | 2.7 | -0.1
Cc1ccc(S(=O)(=O)Nc2nsc(N)n2)cc1 | -0.9 | -8.9 | -5.9 | -0.2
Cc1nc2cc(-c3ccc(Cl)cc3)nn2c(N(C)CCO)c1C | -0.8 | -19.6 | -53.8 | 0.1
COc1ccc(CNc2ncc(-c3ccc4c(c3)OCO4)n2C)cc1OC | 2.7 | 28.7 | 16.8 | -0.3
CC(NC(=O)C1CCC(Cn2c(=O)[nH]c3ccsc3c2=O)CC1)c1ccccc1 (configuration not stated) | 0.6 | 1.4 | 3.4 | -0.1
COc1ccc(N2CCN(S(=O)(=O)Cc3ccccc3)CC2)cc1 | 6.8* | -9.5 | 3.6 | -0.1
COc1ccc(S(=O)(=O)N(CCCO)Cc2cc3cc(C)ccc3[nH]c2=O)cc1 | 3.5 | -11.8 | 7.5 | 0.1
COC(c1ccc2c(c1)CN(C(=O)c1cn3ccccc3n1)CCO2)C1CCCCC1 (configuration not stated) | 0.3 | 8.0 | -3.7 | 0.0
O=C(C1CCCN(S(=O)(=O)c2cccc3nsnc23)C1)N1CCCCCC1 (configuration not stated) | 1.1 | 7.4 | -5.5 | 0.1
CCOc1cc(CN2CCN(Cc3cccc(F)c3)CC2)ccc1OC | -0.4 | 42.6 | 3.2 | -0.1

As entered above:
COC(c1ccc2c(c1)CN(C(=O)c1cn3ccccc3n1)CCO2)C1CCCCC1 (configuration not stated) in TEAD-YAP inh is entered as -3.7
COc1ccc(S(=O)(=O)N2CCN(Cc3cccc4ccccc34)CC2)cc1 in GPR151 activ is entered as 0.5
